# 3CLpro inhibitor: SARS-CoV 3CLpro protease inhibitors, primary screen, biochemical, quenched FRET | Replicase polyprotein 1ab (Severe acute respiratory syndrome coronavirus), P0C6X7 | recombinant SARS-CoV 3CLpro, quenched FRET peptide cleavage | inhibition, % at 6 µM | 0.14% of 290,000 active; in the data active = inhibition above about 12%
# Active calls of the source: *. An excerpt; rates above refer to the full screens.
SMILES	3CLpro inhibitor
CC(=O)N1c2ccc3ccccc3c2C2C=CCC2C1c1ccc(Br)cc1 (centres undefined)	11
CCCCC[C@H](O)/C=C/[C@H]1C=CC(=O)[C@@H]1C/C=C\CCCC(=O)O	0
Cc1ccc(C(=O)N2CCN(C(=O)c3ccc(C)c(C)c3)C(C)C2)cc1C (centres undefined)	0
COC/C=C/C1=CC2=CC(=O)C(C)(OC(=O)c3cnc4ccccc4n3)C(=O)C2=CN1c1ccc(CO)cc1 (centres undefined)	0
Cc1ccc2nsnc2c1NC(=O)c1cccc([N+](=O)[O-])c1	-4
Cc1cc(N2C(=O)C(O)=C(C(=O)c3ccco3)C2c2cccnc2)no1 (centres undefined)	-7
CC(=O)C1=C(C)NC(SCC(=O)c2ccccc2)=C(C#N)C1c1ccco1 (centres undefined)	-1
O=c1cc(CO)oc(C(Nc2ccccn2)c2ccsc2)c1O (centres undefined)	0
c1ccc(C2=Nc3ccccc3SC2c2nc3ccccc3[nH]2)cc1 (centres undefined)	0
O=P(O)(CN1CCCCC1)CN1CCCCC1	-4
N[C@@H](Cc1cc(Br)c(O)c(Br)c1)C(=O)O	4
CCOC(=O)c1[nH]c2ccc(Br)cc2c1NC(=O)CCN1CCCCC1	-2
Cn1c(=O)[nH]c(=O)c2c1nc(Br)n2CCCc1ccccc1	5
O=C(CSCCSCC(=O)c1ccco1)c1ccco1	4
N#Cc1c(-c2ccco2)nc(SCC(=O)Nc2ccc(S(N)(=O)=O)cc2)[nH]c1=O	2
Cc1ccc(C2c3c(C)nn(-c4ccc([N+](=O)[O-])cc4)c3N=C3C(=O)Nc4ccccc4N32)cc1 (centres undefined)	1
CCCn1cnc2c(c1=O)c1nc3ccccc3nc1n2Cc1ccccc1OC	-1
CCOC(=O)C1=C(C)N=C2SC(C)C(=O)N2C1c1ccc(OC(C)=O)c(OCC)c1 (centres undefined)	8
Cc1ccc(N/N=C2\CC(=O)c3ccccc32)cc1Cl	1
COc1ccccc1N1CCN(C(=O)CC2NC3CCCCC3NC2=O)CC1 (centres undefined)	-3
O=C(Nc1ccc(Cl)c([N+](=O)[O-])c1)Nc1nc2ccccc2s1	5
CCOc1ccc(NC(=O)c2oc3ccccc3c2NC(=O)CC)cc1	1
COc1cccc(C2=CC(c3ccc(C)cc3)n3ncnc3N2)c1 (centres undefined)	6
C[C@@H]1NC(=O)c2cc([N+](=O)[O-])cc(I)c2OCC[C@@H](C(N)=O)NC(=O)[C@H](CCC(=O)O)NC1=O	-1
O=c1[nH]c(CN2CCCCC2)nc2c1C1(CCCC1)Cc1ccccc1-2	-3
COc1cccc(C(=O)Nc2ccncc2)c1	0
COc1ccc(CCNC(=O)c2ccc3c(c2)NC(=O)C(CSCc2cc(C)ccc2C)N3)cc1OC (centres undefined)	-8
Cc1nn(-c2ccccc2)c(Cl)c1/C=N/NC(=O)CCNc1n[nH]c(=O)[nH]c1=O	2
Cc1ccc(C(=O)n2c(=S)nc3ccccn32)cc1	1
O=C(NC(=S)Nc1ccc2oc(=O)ccc2c1)c1ccc(-c2cccc(Cl)c2Cl)o1	0

# An excerpt taken from the entries so far, for reference:
SMILES	3CLpro inhibitor
Cc1nn(-c2ccccc2)c(Cl)c1/C=N/NC(=O)CCNc1n[nH]c(=O)[nH]c1=O	2
Cc1ccc(C(=O)n2c(=S)nc3ccccn32)cc1	1
O=C(NC(=S)Nc1ccc2oc(=O)ccc2c1)c1ccc(-c2cccc(Cl)c2Cl)o1	0

# Some of the entries so far, with each value named:
> Cc1ccc(C2c3c(C)nn(-c4ccc([N+](=O)[O-])cc4)c3N=C3C(=O)Nc4ccccc4N32)cc1 (centres undefined)
  3CLpro inhibitor = 1

> CCCn1cnc2c(c1=O)c1nc3ccccc3nc1n2Cc1ccccc1OC
  3CLpro inhibitor = -1

> CCOC(=O)C1=C(C)N=C2SC(C)C(=O)N2C1c1ccc(OC(C)=O)c(OCC)c1 (centres undefined)
  3CLpro inhibitor = 8

> Cc1ccc(N/N=C2\CC(=O)c3ccccc32)cc1Cl
  3CLpro inhibitor = 1

# Going on with the list.
SMILES	3CLpro inhibitor
CCCn1c(=O)c2ccccc2n2c(SCc3cc(=O)n4ccsc4n3)nnc12	-1
Cc1cccc2nc(COc3ccc(-c4ccccc4)cc3)cn12	0
CCOC(=O)c1ccc2c(c1)N(CC)/C(=C\C=C1/SC(=S)N(CC)C1=O)N2CC	2
CCOC(=O)c1c(C)[nH]c(C2=NNC(=Nc3cccc(Cl)c3)SC2)c1C	-2
Cn1c(=N)c(S(=O)(=O)c2ccc(Cl)cc2)cc2c(=O)n3ccccc3nc21	0
CC1CCC(NC(=O)CN2C(=O)COc3ccc(S(=O)(=O)N4CCCC4)cc32)CC1 (centres undefined)	-2
CC1(C)Cc2ccccc2C(=NCCCCCC(=O)O)N1	-3
NNC(=O)c1nn(-c2ccccc2)cc1O	-1
CCc1ccc(-c2cc(-c3n[nH]c(=S)n3CC)c3ccccc3n2)cc1	2
COC(=O)c1[nH]c2cccc(OC)c2c1NC(=O)CCN1CCC(C(N)=O)CC1	0
Cc1ccc2c(c1)c1c(n2CC(O)CN2CCOCC2)CCCC1 (centres undefined)	-8
COc1ccc(C2CC(=O)C(C=NCCN3CCNCC3)=C(O)C2)cc1OC (centres undefined)	3
CCN1C(=O)OC2(CCCCC2)C1(C)O (centres undefined)	1
CC1(C)CC(=O)c2sc(NC(=O)c3ccccc3)nc2C1	5
Cc1cccc(-n2c3nc(=O)[nH]c(=O)c-3cc3c(C)nn(-c4ccccc4)c32)c1	0
Cc1ccc(C)c(N(CC(=O)NC2CCCCC2)C(=O)CCC(=O)Nc2ccccn2)c1	2
COc1ccc(-n2nc(C(=O)Nc3nc4ccc(OC)cc4s3)c3ccccc3c2=O)c(OC)c1	-1
COc1ccc(S(=O)(=O)Cc2ccc(C(=O)NCc3ccc(F)cc3)o2)cc1	6
CCCc1ccc(/C=C2\C(=O)c3ccccc3C(O)=C2C(=O)OCC)cc1	4
CC(C)Cc1ccccc1O	-4
COC(=O)c1cc(OC)c(OC)cc1NC(=O)c1oc2ccccc2c1C	0
COc1cc(CC(NC(C)=O)C(=O)NC2CCN(c3c4c(nc5ncnn35)CCC4)CC2)cc(OC)c1 (centres undefined)	1
Cc1ccc(/C(O)=C2/C(=O)C(=O)N(CCCn3ccnc3)C2c2ccccn2)cc1 (centres undefined)	-7
O=c1[nH][nH]c(=S)n1-c1ccccc1C(F)(F)F	3
CSCSC1=C(C#N)C(c2ccc(Cl)cc2)C(C(C)=O)=C(C)N1 (centres undefined)	1
O=C(c1cc2c(=O)n3ccccc3nc2s1)N1CCc2ccccc2C1	-5
CCOc1ccccc1NC(=O)c1ccc([N+](=O)[O-])cc1	-1
COc1ccc(Nc2sc(C(=O)Nc3cccc(Cl)c3)c(N)c2C(=O)Nc2ccccc2OC)cc1	3
CCCCCCCCCOc1ccc2[nH]cc(CCN)c2c1	6
Cc1nnc(Sc2nc3c(c(=O)[nH]c(=O)n3C)n2CCCc2ccccc2)s1	-2
Cc1ccc(NCc2ccc(C)s2)cc1	10
CCc1nc(SCC(=O)N2CCN(c3ccccc3)CC2)c2c(=O)n(C)c(=O)n(C)c2n1	2
COc1cccc(C=Nc2cccnc2)c1O	-5
CCN(C(=O)COC(=O)c1cc(-c2ccc3cc(OC)ccc3c2)nc2ccccc12)C1CCS(=O)(=O)C1 (centres undefined)	6
CCOCCCn1c(=N)c(C(=O)Nc2cc(C)on2)cc2c(=O)n3ccccc3nc21	-5
CCOC(=O)CC1C(=O)NCCN1c1nc2c(C)cccn2c(=O)c1/C=C1\SC(=S)N(CC(C)C)C1=O (centres undefined)	2
CCCCS(=O)(=O)NC1=NCN(C2CCN(Cc3ccccc3)CC2)CN1	0
O=C(O)CC12CC3CC(C1)CC(n1ncc(NCc4ccc5c(c4)OCO5)c(Cl)c1=O)(C3)C2	3
CCOC(=O)N1CCC(NC(=O)Cn2c3ccccc3c3cn[nH]c(=O)c32)CC1	3
Cc1nc2ccc(P(=O)(O)O)cc2s1	-2
C#CCOCCOCCOCCNc1nc(N2CCN(C(=O)[C@H](CCCCN)n3cc([C@@H](N)CO)nn3)CC2)nc(N2CCN(C(=O)[C@H](Cc3cc4ccccc4[nH]3)n3cc([C@@H](N)CC(C)C)nn3)CC2)n1	1
O=C(c1ccc(N2CCCCCC2)c([N+](=O)[O-])c1)N1CCc2ccccc21	-3
CC1CCN(S(=O)(=O)c2ccc(NN=C(C#N)C#N)cc2)CC1	2
O=C(CSc1nnc(-c2ccc(Cl)s2)o1)N1CCOCC1	0
O=c1c2cnn(-c3ccccc3)c2ncn1/N=C/c1ccncc1	6
N#CC1=C(N)SC(N)=C(C#N)C1CCC1CCCCC1	-1
COc1cccc(-n2c(SCC(=O)N3CCCC3)nc3c([nH]c4ccccc43)c2=O)c1	-4
Oc1c(Br)cc(Br)cc1Oc1ccc(Br)cc1Br	1
CCC(NC(=O)COc1ccc([N+](=O)[O-])cc1)c1ccccc1 (centres undefined)	3
NC(C(=O)O)C1CC(Cl)=NO1 (centres undefined)	5
O=C(NCc1ccc2[nH]c3c(c2c1)CCCC3)N1CCOCC1	-2
COC(=O)[C@@]1(Cc2ccccc2)[C@H]2c3cc(C(=O)N4CCCC4)n(CCSCCO)c3C[C@H]2CN1C(=O)c1ccccc1	-2
O=C(N/N=C/c1cccnc1)c1ccccc1OCc1ccc(Cl)cc1	-3
O=C1c2cccnc2C(Nc2ccc(Br)cc2Br)N1Cc1cccs1 (centres undefined)	1
Cc1nccc2[nH]c(=O)c(C(=O)NCCCN(C)C3CCCCC3)cc12	3
CC(=O)Nc1ccc(/C(C)=N\NC(=O)c2ccc(-c3ccccc3)cc2)cc1	-2
CCC(=O)Oc1c(-c2ccccc2)c2nc3ccccc3nc2c2ccccc12	-2
COc1cc(NS(=O)(=O)c2ccc(N)cc2)ncn1	7
Cc1nnc2n(CCc3ccccc3)c(=O)c3c4c(sc3n12)CCCC4	1
COc1ccc(-n2c(SCC(=O)Nc3ncc(Cl)cc3Cl)nc3ccccc32)cc1	4

# (continued)
SMILES	3CLpro inhibitor
O=C(N/N=C/c1ccccc1O)c1cc(=O)[nH]c2ccccc12	6
CSc1nc2sc3c(c2c2nnnn12)CC(C)(C)OC3	2
COC(=O)C1(C)Cc2cc(OC(C)=O)c(OC(C)=O)cc2N1 (centres undefined)	0
COCCNP(=O)(c1ccccc1)c1nc2ccccc2s1 (centres undefined)	2
O=c1[nH]c(/C=C/c2ccc(Br)cc2)nc2c1cnn2-c1ccccc1	2
COCCn1c(N/N=C(C)/C=C/c2ccccc2)nc2c1c(=O)[nH]c(=O)n2C	-2
COc1ccc2c(c1)/C(=N/N1C(=O)c3ccccc3C1=O)C(=O)N2	2
CN[C@@H]1C[C@@H](c2ccc(Cl)c(Cl)c2)c2ccccc21	3
COCCn1c(SCc2cc(=O)n3cc(C)ccc3n2)nc2ccccc2c1=O	-5
O=C(COc1ccccc1)Nc1ccc(Cl)cc1Cl	-3
Nc1ncnc2c1ncn2[C@@H]1O[C@H](CO)C[C@@H]1O	-2
Cc1ccc(/C([O-])=C(/C(=S)NCc2ccco2)[n+]2ccccc2)cc1	-1
O=C(O)c1cn(Cc2cccnc2)c(=O)c2ccccc12	-5
CC1(C(=O)Nc2cccc(C(F)(F)F)c2)CO1 (centres undefined)	-2
Cc1ccc2c(c1)=C/C(=C\c1c(O)[nH]c(=S)[nH]c1=O)C(=O)N=2	5
O=C(NC1CC2CCCC(C1)N2Cc1cccs1)c1ccc([N+](=O)[O-])cc1 (centres undefined)	4
CC(C)CCOc1ccc(C(=O)CCNC(C)C(=O)O)cc1 (centres undefined)	0
CN(C(=O)c1ccc(C(=O)N(C)C2CCCCC2)cc1)C1CCCCC1	2
Clc1ccc(-c2n[nH]c3c2Cc2ccccc2-3)cc1Cl	1
Cc1c2c(n3c(nc4ccccc43)c1C#N)N(c1ccccc1)CC2	-1
O=C1CCCC/C1=N\Nc1ccc(C2CCCCC2)cc1	0
Cn1c(=O)c(C(=O)COC(=O)c2cc(-c3ccco3)nc3ccccc23)c(N)n(Cc2ccccc2)c1=O	-4
O=C(N/C(=C\c1cn(-c2ccccc2)nc1-c1ccccc1)C(=O)N1CCOCC1)c1ccccc1	-1
NCCCC[C@H](NC(=O)C1CCNCC1)c1nnc(CN)o1	0
CSc1nc(-c2ccccc2)nc2[nH]ccc(=O)c12	6
CCOc1ccc(NC(=S)N(CC)Cc2ccccc2)cc1	2
O=C(O)c1ccc(Cl)c2c1C1C=CCC1C(c1ccccn1)N2 (centres undefined)	-4
CC(=O)Nc1ccc2nc(NC(=O)c3ccc([N+](=O)[O-])s3)sc2c1	1
C#CCOCCOCCOCCNc1nc(N2CCN(C(=O)[C@H](CCCCN)n3cc(C(N)CO)nn3)CC2)nc(N2CCN(C(=O)[C@H](CCC(=O)O)n3cc(C(N)[C@H](C)CC)nn3)CC2)n1 (some centres undefined)	-3
COc1ccc(S(=O)(=O)n2nc(C)c(S(=O)(=O)N3CCOCC3)c2C)cc1OC	2

# Sorted by molar mass (ascending): some entries from above.
SMILES	3CLpro inhibitor
CC(C)CCOc1ccc(C(=O)CCNC(C)C(=O)O)cc1 (centres undefined)	0
CC(=O)Nc1ccc2nc(NC(=O)c3ccc([N+](=O)[O-])s3)sc2c1	1
O=c1[nH]c(/C=C/c2ccc(Br)cc2)nc2c1cnn2-c1ccccc1	2

# Continuation:
SMILES	3CLpro inhibitor
CCOC(=O)c1c2c(n(C)c1COC)C(=O)C(=O)c1ccc(Br)cc1-2	0
CCOC(=O)c1ccc(NC(=O)C2C3C=CC(O3)C2C(=O)O)cc1 (centres undefined)	2
CCn1cc(C(=O)O)c(=O)c2cc(F)c(N3CCN(S(=O)(=O)c4ccc(Br)cc4)CC3)cc21	0
Cc1ccc(SCc2cc(=O)n3ccsc3n2)c(C)c1	-3
